Screening data: PubChem BioAssay, National Center for Advancing Translational Sciences (NCATS)
IMPase inh: IMPase inhibition in cells. P97697. CHO-M1 cells, IP1 accumulation, HTRF TR-FRET ratio. inhibition (IP1 accumulation), % at 46.1 µM. 120,000 tested, under 10 active. AID 901; active means well fitted curve in the direction sought with a large enough effect in the signal ratio, not every such curve was filed as active; inconclusive means small, poorly fitted or top-dose-only effect, or a change in a side signal; inactive means no such curve, though single readings can be large or run the other way; the % refers to the signal ratio;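 further: cells stimulated with carbachol in lithium chloride buffer; plate controls were DMSO basal wells for no effect and reference inhibitor wells for full effect; higher means more IMPase inhibition seen as more IP1 and lower FRET ratio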
Target sequence (P97697 whole entry, looked up): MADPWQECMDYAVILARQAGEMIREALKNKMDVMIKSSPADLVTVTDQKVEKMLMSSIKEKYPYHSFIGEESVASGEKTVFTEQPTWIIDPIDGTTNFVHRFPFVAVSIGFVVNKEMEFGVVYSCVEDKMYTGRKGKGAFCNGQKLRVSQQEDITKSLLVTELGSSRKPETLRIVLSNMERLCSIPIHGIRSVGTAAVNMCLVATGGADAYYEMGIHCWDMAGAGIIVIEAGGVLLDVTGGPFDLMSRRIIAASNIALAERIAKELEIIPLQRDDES
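Seeded CHO-M1 cells were dosed with compound at up to 46 uM, stimulated with carbachol for 30 min, then lysed in IP-One detection reagents. Higher IP1 lowers the TR-FRET signal.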
ALOX12 inhib: 12-hLO (ALOX12) enzyme inhibition; P18054; purified 12-hLO, xylenol orange hydroperoxide absorbance; Potency, µM (titrated, usually from 57.1 µM), inactives show at the top dose activity change, negative = inhibition, usual class: inhibitors; 150,000 compounds, 0.12% hits; AID 1452; further: potency means the concentration at half of the fitted maximal effect; nearly all actives have a fitted effect of over 55% in size; many of its hits are not listed in these tables
Target sequence (P18054 whole entry, looked up): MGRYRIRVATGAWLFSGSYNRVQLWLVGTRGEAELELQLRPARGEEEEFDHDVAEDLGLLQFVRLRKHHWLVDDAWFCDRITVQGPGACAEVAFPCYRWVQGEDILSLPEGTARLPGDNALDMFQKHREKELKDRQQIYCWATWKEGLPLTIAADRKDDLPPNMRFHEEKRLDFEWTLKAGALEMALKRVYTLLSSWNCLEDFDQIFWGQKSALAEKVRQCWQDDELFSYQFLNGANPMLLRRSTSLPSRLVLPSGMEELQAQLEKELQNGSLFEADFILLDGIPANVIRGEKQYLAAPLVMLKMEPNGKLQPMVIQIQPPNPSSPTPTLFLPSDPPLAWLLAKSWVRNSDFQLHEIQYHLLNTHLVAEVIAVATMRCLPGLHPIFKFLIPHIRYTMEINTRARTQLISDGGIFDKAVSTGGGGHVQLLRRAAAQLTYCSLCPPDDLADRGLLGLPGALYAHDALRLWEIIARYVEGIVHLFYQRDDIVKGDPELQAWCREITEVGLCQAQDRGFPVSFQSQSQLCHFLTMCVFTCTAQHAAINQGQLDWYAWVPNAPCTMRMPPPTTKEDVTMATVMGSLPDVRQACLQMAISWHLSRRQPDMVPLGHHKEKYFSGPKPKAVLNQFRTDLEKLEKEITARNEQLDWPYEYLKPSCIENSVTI
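150 nM 12hLO, 25 mM Hepes pH 7.0 + 0.01% Triton X-100; cpd preinc 15 min RT; 40 uM arachidonic acid, 30 min RT; Fe-XO 30 min; A573/A405 ratio as read-out.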
15-hLO-2 inh: blocks human 15-lipoxygenase 2 activity; O15296; purified 15hLO-2, xylenol orange hydroperoxide absorbance; Potency, µM (series often up to 57.1 µM), for inactives: at the highest dose activity change, negative = inhibition, hits mostly inhibitors; 110,000 compounds, 0.56% hits; AID 881; further: potency means the concentration at half of the fitted maximal effect; nearly all actives have a fitted effect of over 60% in size; many of its hits are not listed in these tables
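Screening format was qHTS against 50 nM purified 15hLO-2 in Hepes pH 7.5 with detergent. Activity follows hydroperoxide formation from 45 uM arachidonic acid, measured as 573:405 nm absorbance ratio of the ferric-xylenol orange complex.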
PNC inhibitor: inhibitors of perinucleolar compartment assembly; activity change (PNC), negative = inhibition, % at 10 µM; AID 2417; PC3M PTB-GFP, PNC prevalence imaging, 16 h; active compounds read low; 140,000 compounds, 3.1% hits;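 active means readout at or below -70, meaning at least 70% loss of cells showing the perinucleolar compartment, a nuclear body marking cancer cells; inconclusive means readout between -30 and a set limit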;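 further: plate controls were DMSO wells for no effect and camptothecin positive control wells for full effect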
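PC3M cells stably expressing PTB-GFP, 750–1000 cells/well, treated 16 h at 37 °C with compound (23 nl of library stock), in duplicate. After paraformaldehyde fixation and Hoechst stain, imaged at 20x; PNC prevalence scored by image analysis.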
An asterisk follows results filed as active; ? = inconclusive; · = not tested or not shown; & = joins results of further samples; [ ] = remark or other dose. Unless noted, the call rests on the fitted dose curve; in most records, active means well fitted curve in the direction sought with a large enough effect; inconclusive means small, poorly fitted or top-dose-only effect, or another doubt; inactive means no such curve, though single readings can be large; an effect the other way counts as inactive or inconclusive. Unless noted, on the % scale 0 is the no-effect control and ±100 the full control effect. A portion of the library (hit frequency here may not be typical).

Short keys: A = IMPase inh; B = ALOX12 inhib; C = 15-hLO-2 inh; D = PNC inhibitor
OC(CN1CCCCC1)Cn1c(C(F)(F)F)nc2ccccc21 (stereo not drawn)
  A: 0	B: -1%	C: 4%	D: 3
COc1ccccc1NC(c1cccnc1)c1ccc2cccnc2c1O (stereo not drawn)
  A: 9	B: -29%	C: ·	D: 67
Cc1cccc(OCC(=O)Nc2nnn(C)n2)c1C
  A: 5	B: 2%	C: ·	D: 24
CC(=O)NC(Cc1ccc(F)cc1)C(=O)O (stereo not drawn)
  A: 0	B: 0%	C: ·	D: -6
Cc1cc(C)n(CC(O)COc2ccccc2[N+](=O)[O-])n1 (stereo not drawn)
  A: -9	B: 1%	C: ·	D: 23
COc1ccc(Cn2nnc3c(=O)[nH]c(C4CCCN(C(=O)c5ccccc5)C4)nc32)cc1 (stereo not drawn)
  A: -9	B: 6%	C: ·	D: 44
COc1cc(-c2nc3n(n2)C(c2ccc(F)cc2)C2=C(CCCC2=O)N3)cc(OC)c1OC (stereo not drawn)
  A: 3	B: -7%	C: -7%	D: -25
Nc1cc(=O)[nH]c(SCC(=O)Nc2ccc(Br)cc2)n1
  A: -1	B: -1%	C: 7%	D: ?
COC(=O)c1cc(C(=O)Nc2cc(C)ccn2)cc([N+](=O)[O-])c1
  A: 0	B: -2%	C: -4%	D: 5
CC(=O)Nc1sc(C)c(C)c1C(=O)OCC(=O)N(CC(C)C)C1CCS(=O)(=O)C1 (stereo not drawn)
  A: -1	B: 8%	C: ·	D: 4
CCCC(=O)N1CCN(c2ccc([N+](=O)[O-])c(NC(C)c3ccccc3)c2)CC1 (stereo not drawn)
  A: 0	B: -12%	C: -14%	D: 96
COc1cccc(-c2cc(C(=O)N3CCc4ccccc4C3)no2)c1
  A: 1	B: 6%	C: 9%	D: ?
O=C(CC(=O)N/N=C\c1cccc(Cl)c1Cl)NCc1ccccc1
  A: ·	B: -2%	C: ·	D: 44
CC1CCc2c(sc3nc(CSc4ncn[nH]4)[nH]c(=O)c23)C1 (stereo not drawn)
  A: 5	B: 0%	C: ·	D: -19
CN1CC[n+]2cnc3ccccc3c21
  A: 8	B: -5%	C: 4%	D: ?

Remaining list, next part
Short keys: A = IMPase inh; B = ALOX12 inhib; C = 15-hLO-2 inh; D = PNC inhibitor
O=C1NCC(O)=C1C=NCCO
  A: -3	B: 8%	C: 0%	D: 7
COC(=O)Cn1c(CN2CCOCC2)nc2c1c(=O)[nH]c(=O)n2C
  A: -3	B: 1%	C: -2%	D: 50
COc1ccc(S(=O)(=O)N2CCN(c3cc(-c4ccccc4)nc4ncnn34)CC2)cc1
  A: -8	B: -11%	C: 30%	D: -10
COc1ccccc1-c1coc2cc(O)ccc2c1=O
  A: ·	B: -4%	C: -6%	D: ·
COc1ccc(C(=O)NC(=S)NNC(=O)c2cnccn2)cc1
  A: 0	B: -1%	C: ·	D: 30
CC(=O)c1ccc(OCC(C)C)c(CC(C(N)=O)C(N)=O)c1
  A: -1	B: -4%	C: -1%	D: 19
COc1ccc(C(=O)Nc2cc(Cl)ccc2Cl)c(OC)n1
  A: -10	B: 0%	C: 8%	D: 49
Cc1nn(Cc2ccc(Br)cc2)c(C)c1NC(=O)c1nn(C)cc1Cl
  A: 12	B: -3%	C: -3%	D: 3
CCc1ccc(OCC(=O)NC(=S)Nc2ccc(F)cc2)c(Br)c1
  A: -4	B: -3%	C: -3%	D: 42
c1ccc(-n2nnc3c(N4CCOCC4)ncnc32)cc1
  A: 0	B: 1%	C: 12%	D: -21
O=C(COC(=O)c1ccc[nH]c1=O)NC1CCCC1
  A: -15	B: -2%	C: -3%	D: ?
COC(=O)C1=C(C(C)=O)C(c2ccc(C)cc2)n2nnnc2N1 (stereo not drawn)
  A: -1	B: -2%	C: 5%	D: -6
NC[C@@H]1O[C@@H](O[C@H]2[C@H](O)[C@@H](O[C@@H]3O[C@@H](CO)[C@H](O)[C@@H](N)[C@@H]3O)[C@H](N)C[C@@H]2N)[C@@H](O)[C@H](O)[C@H]1O
  A: ·	B: 0%[0.00818 µM]	C: 23%[0.0915 µM]	D: ·
CCCCC1CCC(C(=O)OCC(=O)Nc2ccc(S(N)(=O)=O)cc2)CC1 (stereo not drawn)
  A: ·	B: -1%	C: ·	D: ?
CN(C(=O)COc1cc(=O)n(C)c2ccccc12)c1cccc(Cl)c1
  A: -2	B: -3%	C: 4%	D: -1

Remaining list, next part.
Short keys: A = IMPase inh; B = ALOX12 inhib; C = 15-hLO-2 inh; D = PNC inhibitor
Cn1c(=O)[nH]c(=O)c2c1nc(N1CCOCC1)n2CCN1CCOCC1
  A: -1	B: -6%	C: 4%	D: ?
COc1cc(OC)cc(-c2nnc(SCC(=O)NCc3cccs3)o2)c1
  A: 7	B: 5%	C: -4%	D: -18
COC(=O)C1(C)NC(=O)c2ccccc2N1 (stereo not drawn)
  A: -12	B: 0%	C: -3%	D: -11
c1ccc2nc(CC[C@@H]3CCCCN3)ccc2c1
  A: ·	B: -2%[11.4 µM]	C: 1%[11.4 µM]	D: ·
CCN1CCN(c2ccc(S(=O)(=O)N3CCCCC3)cc2NC(=O)c2ccc(F)cc2)CC1
  A: ·	B: -2%	C: ·	D: -23
COc1ccc(OC(C)C(=O)Nc2cccc([N+](=O)[O-])c2)cc1 (stereo not drawn)
  A: ·	B: -1%	C: ·	D: 65
Cc1nnc(N(C)C(=O)Cc2ccc3c(c2)OCO3)s1
  A: -5	B: -7%	C: ·	D: -100*
Cn1c(=O)c2c(nc(CN3CCN(C(=O)c4ccco4)CC3)n2Cc2ccc(Cl)cc2)n(C)c1=O
  A: 9	B: -4%	C: -9%	D: ?
COCCNC(=O)C(c1cccs1)N(C(=O)Cn1nnc2ccccc21)c1ccccc1 (stereo not drawn)
  A: 1	B: 6%	C: 0%	D: ?
CN(C)c1nc(N)nc(CSc2ncc(Cl)cc2Cl)n1
  A: -10	B: -4%	C: 14%	D: ?
CCN(CC)c1ccc(/C=N/NC(=O)c2cccc(S(=O)(=O)Nc3ccccc3OC)c2)c(O)c1
  A: ·	B: -2%	C: ·	D: 38
CC(C)c1ccc(C2CC(=O)c3cnc(N4CCc5ccccc5C4)nc3C2)cc1 (stereo not drawn)
  A: 6	B: 3%	C: -7%	D: 48
c1ccc2nc(-c3nc4ccccc4o3)ccc2c1
  A: 7	B: -2%	C: -3%	D: -107*
COc1ccccc1CCNC(=O)CSc1nc(-c2ccco2)cc(C(F)(F)F)n1
  A: -5	B: 1%	C: -3%	D: 38
CCC1(NC(C)=O)CC2CC1CC2NC(C)=O (stereo not drawn)
  A: -12	B: 3%	C: 3%	D: 2

Rewritten as tab-separated lines: part of the list above.
compound	IMPase inh	ALOX12 inhib	15-hLO-2 inh	PNC inhibitor
COc1ccc(OC(C)C(=O)Nc2cccc([N+](=O)[O-])c2)cc1 (stereo not drawn)	·	-1%	·	65
Cc1nnc(N(C)C(=O)Cc2ccc3c(c2)OCO3)s1	-5	-7%	·	-100*
Cn1c(=O)c2c(nc(CN3CCN(C(=O)c4ccco4)CC3)n2Cc2ccc(Cl)cc2)n(C)c1=O	9	-4%	-9%	?
COCCNC(=O)C(c1cccs1)N(C(=O)Cn1nnc2ccccc21)c1ccccc1 (stereo not drawn)	1	6%	0%	?
CN(C)c1nc(N)nc(CSc2ncc(Cl)cc2Cl)n1	-10	-4%	14%	?
CCN(CC)c1ccc(/C=N/NC(=O)c2cccc(S(=O)(=O)Nc3ccccc3OC)c2)c(O)c1	·	-2%	·	38

New compounds follow:
Short keys: A = IMPase inh; B = ALOX12 inhib; C = 15-hLO-2 inh; D = PNC inhibitor
O=c1c(-c2nnc(SCc3ccc(Cl)cc3Cl)o2)cccn1Cc1ccccc1
  A: -13	B: 4%	C: 28%	D: ?
O=C(Cn1nnc(-c2ccc(S(=O)(=O)N3CCCC3)cc2)n1)NCC1CCCO1 (stereo not drawn)
  A: 0	B: -2%	C: 1%	D: 15
Cc1ccc(C)c(NC(=O)CCC(=O)NNC(=O)c2cccc([N+](=O)[O-])c2)c1
  A: 6	B: -2%	C: 4%	D: ?
COc1ccccc1S(=O)Cc1ccc(C(=O)NC2CCCC2)o1 (stereo not drawn)
  A: 0	B: 5%	C: -28%	D: -6
Cc1cc2[nH]c3ccccc3c2c(C)n1
  A: ·	B: 5%	C: ·	D: -20
CCC(=O)Nc1ccc(C(=O)Nc2ccc3c(c2)C(=O)N(CC2CCCO2)C3=O)cc1 (stereo not drawn)
  A: 6	B: -3%	C: -4%	D: -16
OC[C@@H]1NC[C@@H](O)[C@@H](O)[C@H]1O
  A: 5	B: -2%	C: -5%	D: ·
CC1CCCN(C(=O)N2c3ccccc3Sc3ccccc32)C1 (stereo not drawn)
  A: 7	B: -6%	C: -1%	D: 61
Cc1ccccc1-c1nnn(CC(=O)c2ccc(S(=O)(=O)N3CCCC3)cc2)n1
  A: 1	B: -7%	C: 1%	D: -100*
Cn1ncc([N+](=O)[O-])c1C(=O)N/N=C/c1ccc(F)cc1
  A: ·	B: 0%	C: ·	D: 12
CCOC(=O)c1sc(NC(=O)/C=C/c2ccccc2)nc1C
  A: ·	B: 2%	C: ·	D: -22
COc1cccc(-c2cc(C(F)(F)F)n3nc(N)nc3n2)c1
  A: ?	B: -2%	C: 2%	D: 17
O=C(c1ccco1)N1CCN(C(=O)C(c2ccccc2)c2ccccc2)CC1
  A: 6[0.0738 µM]	B: -6%	C: ·	D: -3
O=C(c1cc(C(F)(F)F)cc(C(F)(F)F)c1)N1CCC2(CC1)CCN(c1ccccc1)CC2
  A: ·	B: 2%	C: 19%	D: ·
CCN(CC)S(=O)(=O)c1ccc(NC(=O)C2COc3ccccc3O2)cc1 (stereo not drawn)
  A: 2	B: -3%	C: -4%	D: 33

Other records
Short keys: A = IMPase inh; B = ALOX12 inhib; C = 15-hLO-2 inh; D = PNC inhibitor
N#C/C(=C\c1ccc(Cl)cc1)c1nc(-c2ccco2)cs1
  A: 12	B: -3%	C: ·	D: 10
CC1(C)CC(=O)c2cnc(NC(=O)CSc3nc4ccccc4o3)nc2C1
  A: 5	B: 1%	C: ·	D: 34
CCCCn1c(SCN2C(=O)c3ccccc3C2=O)nc2cc(S(N)(=O)=O)ccc21
  A: -6	B: -10%	C: -12%	D: -19
CCN1C(=O)/C(=C/N2CCc3ccccc32)SC1=S
  A: 0	B: -5%	C: -6%	D: 49
Cc1cc(Cl)cc(C)c1OCCCCn1ccnc1
  A: 1	B: 16%	C: 35%[activator]	D: 18
Cc1cccc(OCc2nnc(SCc3nc4ccccc4c(=O)[nH]3)o2)c1
  A: 12	B: 1%	C: 2%	D: 36
O=C(Cn1nc(-c2ccccc2)ccc1=O)Nc1ccc(N2CCN(C(=O)c3ccccc3)CC2)cc1
  A: ·	B: -7%	C: ·	D: -10
O=C(c1cc(-c2cccc(O)c2)on1)N1CCN(C(c2ccccc2)c2ccccc2)CC1
  A: 16	B: 3%	C: 13%	D: -13
O=C(O)C1CC(c2cccc(Br)c2)=NO1 (stereo not drawn)
  A: -6	B: 2%	C: 3%	D: 22
O=C(Nc1cnn(Cc2ccc(Cl)cc2)c1)C1CCCC1
  A: 2	B: -3%	C: -1%	D: 34
Clc1ccc(-c2cn3c(n2)-c2ccccc2C3)cc1Cl
  A: 3	B: 0%	C: ·	D: ?
CCc1ccccc1N(CC(=O)NCc1ccco1)C(=O)c1snc(C(N)=O)c1N
  A: 1	B: 5%	C: -6%	D: 31
O=C(C1CCCN(S(=O)(=O)c2ccc(F)cc2)C1)N1CCCC1 (stereo not drawn)
  A: 14	B: 4%	C: -7%	D: -12
N/C(COc1ccc(Cl)cc1Cl)=N\NS(=O)(=O)c1ccccc1
  A: 2[1.84 µM]	B: -6%	C: -8%[11.4 µM]	D: -28
CC1=CC(C)=Nc2ccc(C)cc2N1
  A: -6&-9	B: -1%&7%	C: -7%&2%	D: ?
